Screening results deposited in PubChem by National Center for Advancing Translational Sciences (NCATS).
Integrin act MD = activates integrin-mediated alleviation for muscular dystrophy. Potency, µM (highest dose often 38.3 µM), for the others: top-dose activation, usual class: activators. alpha7betagal myoblasts, beta-gal FDG fluorescence, 48 h. hit rate 0.064% among 350,000;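 also: potency is read from the fitted curve at half-maximal effect; 100% = response of the positive control SU9516; nearly all actives have a fitted effect of over 60% in size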
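alpha7betagal+/- myoblasts (passage 13, 250/well) treated 48 h at 37C with compounds at 1:260 dilution of DMSO stock. Lysed, then beta-galactosidase activity read as FDG fluorescence (ex 480/em 540) after 30 min, with pre-read for autofluorescence.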
Coupling enz = inhibits coupling enzyme system, counter-screen for aldolase hits; hit rate 0.67% among 290,000; coupling enzyme system counterscreen, AmpLite Red fluorescence; activity change, negative = inhibition, % at 58.2 µM, hits read low; in the data active = activity change below about -30%; also: % is scaled to controls: 0 for no effect and ±100 for the full control effect
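Coupling enzymes only (glyceraldehyde-3-phosphate) + compound, at 57.5 uM final, 10 min RT; add substrate/coupling/AmpLite Red mix, 20 min RT; fluorescence ex 525/em 598 nm. Actives flag coupling-system interference.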
S-ASM inh = inhibitors of human secretory acid sphingomyelinase. placental ASM, HMU-PC fluorogenic substrate, 60 min. Potency, µM (series often up to 57.5 µM), for the others: at the highest dose activity change, negative = inhibition, usual class: inhibitors. AID 504937. P17405. hit rate 0.006% among 340,000; also: potency is read from the fitted curve at half-maximal effect
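Human placenta-derived ASM enzyme was preincubated with compound for 10 minutes at room temperature, then given fluorogenic substrate HMU-PC0 (9 uM final) for 60 minutes at 37 °C; a pH 10 stop preceded fluorescence reading at Ex 386/Em 447 nm.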
GALK inh = galactokinase (human) inhibition. P51570. Purified GALK, Kinase-Glo residual ATP luminescence. Potency, µM (top dose mostly 57.5 µM), for the others: at the top dose activity change, negative = inhibition, hits mostly inhibitors. hit rate 0.007% among 270,000. AID 1868; also: potency is read from the fitted curve at half-maximal effect; % is scaled to controls: 0 for no effect and ±100 for the full control effect
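Kinase-Glo Plus luminescence measured ATP left after a 1 h room-temperature reaction. The reaction used 5 nM GALK, 100 uM galactose and 35 uM ATP at pH 8.0 (20 mM HEPES, 5 mM MgCl2, 60 mM NaCl, 1 mM DTT, 0.01% BSA).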
hERG WT inh = inhibitors of human wildtype KCNH2 potassium channel | Q12809 | U2OS, BacMam KCNH2, thallium flux FluxOr; stronger effect = lower value | hit rate 0.37% among 340,000 | AID 720551 | activity change, % at 1.84 µM;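 active = maximum activity change below -70%; inconclusive = maximum activity change between -70% and -50%; inactive = maximum activity change above -50%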; also: % is scaled to controls: 0 for no effect and ±100 for the full control effect
Target sequence (Q12809 whole entry, looked up): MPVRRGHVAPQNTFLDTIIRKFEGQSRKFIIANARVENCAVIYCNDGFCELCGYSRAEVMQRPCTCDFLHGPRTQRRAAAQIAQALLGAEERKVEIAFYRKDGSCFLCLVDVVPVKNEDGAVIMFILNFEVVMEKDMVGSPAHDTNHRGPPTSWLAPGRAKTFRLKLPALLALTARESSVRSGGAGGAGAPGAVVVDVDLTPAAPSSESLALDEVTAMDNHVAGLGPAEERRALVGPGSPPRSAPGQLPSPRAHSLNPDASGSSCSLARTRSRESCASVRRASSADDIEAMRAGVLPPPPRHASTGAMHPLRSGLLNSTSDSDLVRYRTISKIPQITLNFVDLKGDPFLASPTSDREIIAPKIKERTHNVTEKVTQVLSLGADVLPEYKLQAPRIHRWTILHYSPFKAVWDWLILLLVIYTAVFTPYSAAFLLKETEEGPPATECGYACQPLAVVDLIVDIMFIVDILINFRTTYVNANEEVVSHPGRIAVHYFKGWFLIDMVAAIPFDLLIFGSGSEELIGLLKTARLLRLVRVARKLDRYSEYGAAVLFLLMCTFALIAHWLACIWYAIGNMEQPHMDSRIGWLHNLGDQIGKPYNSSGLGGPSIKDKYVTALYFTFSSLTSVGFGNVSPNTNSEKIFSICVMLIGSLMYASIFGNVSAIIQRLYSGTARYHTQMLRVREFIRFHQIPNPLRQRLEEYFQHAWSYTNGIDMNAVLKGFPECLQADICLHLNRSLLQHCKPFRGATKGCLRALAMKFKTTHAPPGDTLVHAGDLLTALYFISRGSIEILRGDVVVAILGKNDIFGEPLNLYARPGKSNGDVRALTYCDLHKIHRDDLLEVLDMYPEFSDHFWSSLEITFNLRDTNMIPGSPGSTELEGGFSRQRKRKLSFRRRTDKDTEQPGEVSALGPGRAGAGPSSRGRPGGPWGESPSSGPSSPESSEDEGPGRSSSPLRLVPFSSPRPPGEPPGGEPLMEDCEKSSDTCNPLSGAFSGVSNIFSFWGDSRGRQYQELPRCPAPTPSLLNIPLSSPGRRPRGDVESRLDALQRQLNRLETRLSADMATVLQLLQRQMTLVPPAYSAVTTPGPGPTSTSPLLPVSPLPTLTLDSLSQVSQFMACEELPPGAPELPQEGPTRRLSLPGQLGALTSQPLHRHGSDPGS
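U2OS cells transduced with wild-type KCNH2 virus are loaded with FluxOr dye for 45 min, and thallium flux is measured in kinetic reads before and after stimulation buffer. Rate constants are normalized to DMSO controls.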
MBNL1 CUG block = MBNL1-poly(CUG) RNA binding inhibition | Q9NR56 | TR-FRET MBNL1-His/biotin-(CUG)12 binding, 665/545 ratio | Potency, µM (top dose mostly 57.5 µM), for the others: top-dose activity change, negative = inhibition, usual class: inhibitors | hit rate 0.036% among 280,000 | AID 2675; active = well fitted inhibition curve with a large enough effect in the signal ratio, with a control signal flat, not every such curve was filed as active; inconclusive = small, poorly fitted or top-dose-only effect, or effect the other way, or a change in a side signal; inactive = no such curve, though single readings can be large or run the other way; the % refers to the signal ratio; also: potency is read from the fitted curve at half-maximal effect; % is scaled to controls: 0 for no effect and ±100 for the full control effect
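Inhibition of protein-RNA binding appears as loss of TR-FRET between terbium anti-His antibody on MBNL1-His and streptavidin-XL665 on biotin-(CUG)12. Activity is normalized to buffer-only and uninhibited-complex controls.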
TRPV1 ag = agonists of human vanilloid receptor 1 (TRPV1) | hit rate 0.19% among 320,000 | TRPV1-expressing cells, Fluo-8 calcium influx, agonist mode | Q8NER1 | activation, % at 8.33 µM; in the data active = activation above about 80%; inconclusive = between about 30% and that limit; also: 0% is about no effect
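Cells expressing TRPV1 were dye-loaded with Fluo-8 and read kinetically: 10 s baseline, 3 min after compound (agonist portion), then 2 min after EC20 capsaicin (allosteric enhancer portion). Calcium-bound dye fluorescence at 480/520 nm.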
KCNH2 3.1 block = KCNH2 3.1 (human) potassium channel inhibition; activity change, % (tested at about 1.8 µM); hit rate 0.95% among 340,000; U2OS KCNH2 3.1, thallium flux FluxOr; stronger effect = lower value; AID 720553;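 active = maximum activity change below -70%; inconclusive = maximum activity change from -70% to -50%; inactive = maximum activity change above -50%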;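 also: thallium influx rate constant from kinetic fluorescence after stimulation buffer; % is scaled to controls: 0 for no effect and ±100 for the full control effect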
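FluxOr-based Tl+ influx in U2OS cells transduced with KCNH2 3.1 virus; rate constants normalized to DMSO controls.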
A-T KAP1 phos = potential ataxia-telangiectasia treatment; […] A-T fibroblasts, KAP-1 phosphorylation AlphaLISA; neocarzinostatin DNA damage 30 min before lysis; Potency, µM (series often up to 57.5 µM), without a hit: at the top dose activation, most hits filed as activators; hit rate 0.19% among 320,000; also: potency is read from the fitted curve at half-maximal effect; % of control where 0% means no effect; nearly all actives have a fitted effect of over 45% in size
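hTERT-immortalized A-T patient fibroblasts ([…]), 500 cells/well in OPTI-MEM, 1% FBS, got compounds for 60 min, then NCS for 30 min at 37C. Lysates were then assayed for phospho-KAP-1 by AlphaLISA (anti-pKAP1 donor, anti-KAP1 acceptor beads), 6 hr at 25C.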
MLL CXXC-DNA inh = inhibitors of human MLL CXXC domain-DNA interaction. MLL-CXXC / FITC-HOXA9 DNA fluorescence polarization. Potency, µM (top dose mostly 115 µM), without a hit: at the highest dose activity change, negative = inhibition, usual class: inhibitors. hit rate 0.037% among 290,000; active = well fitted inhibition curve with a large enough effect in the polarisation, with a control signal flat, not every such curve was filed as active; inconclusive = small, poorly fitted or top-dose-only effect, or effect the other way, or a change in a side signal; inactive = no such curve, though single readings can be large or run the other way; the % refers to the polarisation; also: potency is read from the fitted curve at half-maximal effect
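Fluorescence polarization: 7 uM MLL-CXXC (stock) preincubated 5 min with compounds, then 50 nM fluorescein-HOX-A9 DNA (stock) added; 30 min ambient. Buffer 50 mM Tris-HCl pH 7.5, 50 mM NaCl, 1 mM DTT, 0.05% BSA.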
Starred values were filed as active, the others as inactive; i = inactive; ? = inconclusive; / = not tested or not shown; & = joins results of further samples; [ ] = remark or other dose. Unless noted, calls follow the shape of the dose curve; as a rule, active = well fitted curve in the direction sought with a large enough effect; inconclusive = small, poorly fitted or top-dose-only effect, or another doubt; inactive = no such curve, though single readings can be large; an effect the other way counts as inactive or inconclusive. Hits appear at their usual frequency. Share with any hit: about 2%.

#	SMILES	Integrin act MD	Coupling enz	S-ASM inh	GALK inh	hERG WT inh	MBNL1 CUG block	TRPV1 ag	KCNH2 3.1 block	A-T KAP1 phos	MLL CXXC-DNA inh
1	CC(=O)c1c(C)[nH]c(C(=O)CSc2nnc(C)s2)c1C	0%	0	3%	5%	-4	-4%	-2	6	2%	-2%
2	COc1nc(Nc2ccccc2)nc(OC)n1	21%	/	-5%	/	2	/	/	-10	/	/
3	Cn1c(=O)c2c(nc(-n3ccnc3)n2Cc2ccc([N+](=O)[O-])cc2)n(C)c1=O	3%	1	2%	-4%	14	?	5	-2	-1%	5%
4	Cc1nnc(SCCC(=O)Nc2ccc(Cl)cc2)o1	-18%	6	4%	2%	2	-8%	5	42	-1%	12%
5	CCN1CCN(c2ccc(S(=O)(=O)N3CCOCC3)cc2NC(=O)c2cccc([N+](=O)[O-])c2)CC1	-37%	/	1%	/	11	/	/	-9	5%	/
6	COc1ccc2nc(/N=C(\N)NC(=O)N3c4ccccc4Sc4ccccc43)nc(C)c2c1	36%	-1	8%	2%	5	-8%	-6	-13	2%	1%
7	Cc1ccc(C(=O)NCc2ccco2)cc1	-29%	-2	1%	-4%	-1	-5%	-6	16	3%	2%
8	CCOC(=O)c1c(NC(=O)OC)sc(C(=O)N(CC)CC)c1C	-1%	1	0%	-2%	1	8%	15	6	-8%	-7%
9	O=C(CCNC(=O)c1ccc(Cl)cc1)Nc1ccccc1N1CCCCC1	0%	/	-3%	/	-2	/	22	3	7%	/
10	O=c1[nH]cnc2c([N+](=O)[O-])cccc12	14%	-9	0%	-3%	-11	?	3	-25	-3%	9%
11	COc1ccc(-c2nc3ccccc3n2Cc2ccc(C)cc2)cc1	-35%	-5	-23%	1%	-122*	3%	?	/	/	-3%
12	CC(Oc1ccc(Cl)cc1Cl)C(=O)NNC(=O)c1ccncc1 (stereo not given)	11%	/	-5%	/	10	/	0	-9	0%	/
13	CCOC(=O)c1ccc(NC(=O)c2sc3nc4n(c(=O)c3c2C)CCC4)cc1	-22%	1	-16%	9%	4	0%	1	6	9%	-1%
14	CCCCCOc1ccc(NS(C)(=O)=O)cc1	-4%	-1	-2%	0%	0	7%	1	-19	-1%	1%
15	O=C(CN1CCN(Cc2ccc(Cl)cc2)CC1)N1CCc2ccccc21	-35%	2	-2%	-3%	-45	-1%	12	?	1%	-8%
16	Cc1c(N=C/C=C2\N(C)c3ccccc3C2(C)C)c(=O)n(-c2ccccc2)n1C	-23%	1	-18%	3%	-6	?	4	0	5%	4%
17	COc1ccc(OC)c(NC(=O)CN(Cc2ccccc2)S(C)(=O)=O)c1	12%	5	2%	2%	4	-5%	1	-34	2%	-6%
18	CCN(C(=O)COC(=O)c1cnccn1)c1cccc2ccccc12	4%	/	1%	/	3	/	/	3	2%	/
19	Cc1onc(-c2ccccc2)c1C(=O)Nc1ccc(S(=O)(=O)N2CCCC2)cc1	-13%	-3	-2%	-1%	1	21%	?	-18	0%	-12%
20	COc1ccc(C(=O)COC(=O)c2ccccn2)c(OC)c1	0%	/	6%	/	-1	/	/	2	-3%	/
21	CC(C)C(C)NC(=O)CN1C(=O)NC2(CCc3ccccc32)C1=O (stereo not given)	0%	0	1%	-2%	-3	1%	1	7	4%	34%[activator]
22	COc1ccccc1N1CCN(C(=O)COc2cc(C)ccc2C)CC1	16%	-1	2%	0%	0	-5%	-2	11	18%	-2%
23	O=C(Nc1ccccn1)c1cccc(S(=O)(=O)N2CCCC2)c1	-24%	/	0%	-1%	5	1%	3	5	14%	-8%
24	CCOC(=O)CC1C(=O)NCCN1Cc1cccs1 (stereo not given)	14%	1	0%	-1%	-6	2%	4	9	-3%	-2%
25	CCCCn1c(C)cc2c(c1=O)[C@H]1O[C@](CCCC)(Cc3cc(OC)c(OC)cc31)O2	/	2	/	/	/	6%[11.5 µM]	i	/	10%[11.5 µM]	-1%[23 µM]
26	C[C@@H]1O[C@@H](OC[C@H]2O[C@@H](Oc3c(-c4ccc(O)c(O)c4)oc4cc(O)cc(O)c4c3=O)[C@H](O)[C@@H](O)[C@@H]2O)[C@H](O)[C@H](O)[C@H]1O	/	-2	-6%	4%	4	?	-1	-7	/	-3%&3%
27	COc1ccc(CNC(=O)COc2cc3c(c4oc(=O)cc(C)c24)CCC(C)(C)O3)cc1	-5%	-2	7%	/	3	-5%	29	3	-9%	0%
28	Cc1cc(C(F)(F)F)nn1C(=O)c1cccnc1Cl	1%	-2	4%	-3%	8	-1%	-2	-15	2%	5%
29	Cc1c(C(=O)NCc2cccs2)oc2ccccc12	33%	0	1%	-2%	-2	-4%	-15	-79*	5%	2%
30	O=C(Cc1c(Cl)cccc1Cl)NC1=NCCS1	/	0	/	11%	/	-9%	-6	/	?	-13%

Single records, as listed above. Screens in order: Integrin act MD | Coupling enz | S-ASM inh | GALK inh | hERG WT inh | MBNL1 CUG block | TRPV1 ag | KCNH2 3.1 block | A-T KAP1 phos | MLL CXXC-DNA inh
COc1ccc(CNC(=O)COc2cc3c(c4oc(=O)cc(C)c24)CCC(C)(C)O3)cc1 as listed: -5% | -2 | 7% | / | 3 | -5% | 29 | 3 | -9% | 0%
Cc1cc(C(F)(F)F)nn1C(=O)c1cccnc1Cl as listed: 1% | -2 | 4% | -3% | 8 | -1% | -2 | -15 | 2% | 5%

(more compounds)
#	SMILES	Integrin act MD	Coupling enz	S-ASM inh	GALK inh	hERG WT inh	MBNL1 CUG block	TRPV1 ag	KCNH2 3.1 block	A-T KAP1 phos	MLL CXXC-DNA inh
31	CCOC(=O)c1cc2c(=O)n3ccccc3nc2n(CCCOC)c1=NC(C)=O	-11%	1	i	4%	2	?	-7	-1	9%	-1%
32	COCCn1c(=NC(=O)C(C)(C)C)sc2cc([N+](=O)[O-])ccc21	1%	-2	3%	/	-10	?	2	-9	9%	-1%
33	Cc1ccnc(NC(=S)N2CCN(c3cccc(C(F)(F)F)c3)CC2)c1	-17%	0	2%	-2%	-2	-3%	3	-6	-4%	33%[activator]
34	CCN(CC)c1nc(Nc2ccc(Cl)cc2)nc(OCC#N)n1	-2%	-4	?	1%	-3	6%	-3	-6	8%	8%
35	CC(=O)SCC(=O)N=c1sc2cc(F)ccc2n1C	8%	0	-1%	-2%	1	5%	7	-15	/	-11%
36	CCOC(=O)Cc1nn[nH]n1	-21%	0	2%	12%	-7	-5%	-1	-128*	15%	-9%
37	Cc1cc(/C=C2\C(=O)NN(c3ccccc3)C2=O)c(C)n1-c1ccccc1O	-1%	2	-8%	-2%	5	-15%	9	25	-8%	-5%
38	O=C(CN(c1ccc(Cl)cc1)S(=O)(=O)c1ccc(Cl)c([N+](=O)[O-])c1)NCCc1ccc(F)cc1	11%	3	-3%	0%	26	-5%	-3	-14	5%	-2%
39	CCCc1cc(C(=O)OC)c2ccccc2n1	0%	5	1%	/	-8	6%[11.5 µM]	3	-7	2%	1%
40	Cc1c(C(=O)OCC(=O)N2CC(=O)Nc3ccccc32)oc2ccc(Br)cc12	-31%	4	-3%	-1%	3	7%	1	-7	-2%	42%[activator]
41	Cc1ccc(NC(=O)C2CCCN2S(=O)(=O)c2cccc3cccnc23)cc1F (stereo not given)	-4%	3	0%	-4%	5	-11%	-7	4	1%	10%
42	Cc1cccc(C(=O)NCC(=O)OCc2cc(=O)n3ccsc3n2)c1	9%	/	/	/	-1	/	-1	2	0%	/
43	CCOC(=O)c1sc2nc(C)nc(NCc3ccc(Cl)cc3)c2c1C	0%	-1	-19%	/	-6	1%	11	1	4%	71%[activator]
44	CCCn1c(=N)n(CC(=O)c2ccc(Cl)cc2)c2ccccc21	-23%	0	-5%	-2%	7	-1%	3	2	26%	25%

Results in sequence from the list.
MBNL1 CUG block, entries 32–41: ?, -3%, 6%, 5%, -5%, -15%, -5%, 6%[11.5 µM], 7%, -11%
